H9c2 protect = cardioprotection against H2O2-induced cell death, primary screen, uHTS, H9c2 cells, ATPLite luminescence; 0.63% of 360,000 active; protection from H2O2 cell death, % at 20 µM; H9c2 cardiomyocytes, H2O2 injury protection, 2 h;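 active = compounds giving at least 50% protection of heart cells from peroxide-induced death in the single-dose screen, raw or plate-pattern-corrected value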;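 note: 0% = DMSO wells with peroxide and 100% = DMSO wells without peroxide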
MC4R antag cAMP = MC4R antagonists of cAMP signaling, primary screen, cell-based, TR-FRET, antagonist arm of biased-ligand search; 0.48% of 360,000 active; MC4R-expressing cells, MTII-stimulated cAMP, LANCE TR-FRET; inhibition, % at 6.5 µM; Melanocortin receptor 4 (Homo sapiens), P32245;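 active = inhibition above its plate's cutoff, the mean of tested wells on that plate plus 3 SD, cut at about 29% in these data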;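 note: 0% = Melanotan II alone and 100% = Melanotan II plus saturating MCL0020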
Target sequence (P32245 whole entry, looked up): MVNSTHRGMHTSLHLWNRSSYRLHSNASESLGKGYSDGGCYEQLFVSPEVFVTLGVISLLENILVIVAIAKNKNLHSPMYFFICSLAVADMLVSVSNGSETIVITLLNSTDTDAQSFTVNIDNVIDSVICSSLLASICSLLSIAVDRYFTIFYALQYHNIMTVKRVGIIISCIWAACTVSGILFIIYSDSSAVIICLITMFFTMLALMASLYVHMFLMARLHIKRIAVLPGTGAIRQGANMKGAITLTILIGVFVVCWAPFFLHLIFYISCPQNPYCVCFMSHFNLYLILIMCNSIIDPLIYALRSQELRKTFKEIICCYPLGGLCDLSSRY
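Assay system: U2OS cells stably expressing human melanocortin 4 receptor (MC4R) / Dosing: 6.5 µM / Timing: compound 30 min, challenge 1 h, detection 1 h / Measured by: Eu-cAMP/anti-cAMP TR-FRET, emission 671 nm / Replicates: singlicate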
aDG glyco up = activators of alpha-DG glycosylation, primary screen, uHTS, Pro5-aDG cells, AlphaScreen; activation, % at 10 µM; alpha-DG glycosylation AlphaScreen (IIH6); 0% Pro5, 100% B10-LARGE cell signal; 0.22% of 360,000 active;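 active = activation of at least 8% versus controls, or a plate z-score of at least 8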;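 note: Pro5 are CHO cells carrying HIG-tagged alpha-DG that lacks glycosylation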
PDI inh = inhibitors of human PDI, primary screen, biochemical, turbidity, single point, plate reader. Protein disulfide-isomerase (Homo sapiens), P07237. PDI insulin aggregation turbidity, A650, 90 min. inhibition, % at 10 µM. 0.052% of 350,000 active. AID 588391, 2011;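 active = mean inhibition across replicates of 30% or more, whatever share of single replicates reach that level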;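 note: absorbance from insulin aggregation driven by PDI reduction with DTT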
Target sequence (P07237 whole entry, looked up): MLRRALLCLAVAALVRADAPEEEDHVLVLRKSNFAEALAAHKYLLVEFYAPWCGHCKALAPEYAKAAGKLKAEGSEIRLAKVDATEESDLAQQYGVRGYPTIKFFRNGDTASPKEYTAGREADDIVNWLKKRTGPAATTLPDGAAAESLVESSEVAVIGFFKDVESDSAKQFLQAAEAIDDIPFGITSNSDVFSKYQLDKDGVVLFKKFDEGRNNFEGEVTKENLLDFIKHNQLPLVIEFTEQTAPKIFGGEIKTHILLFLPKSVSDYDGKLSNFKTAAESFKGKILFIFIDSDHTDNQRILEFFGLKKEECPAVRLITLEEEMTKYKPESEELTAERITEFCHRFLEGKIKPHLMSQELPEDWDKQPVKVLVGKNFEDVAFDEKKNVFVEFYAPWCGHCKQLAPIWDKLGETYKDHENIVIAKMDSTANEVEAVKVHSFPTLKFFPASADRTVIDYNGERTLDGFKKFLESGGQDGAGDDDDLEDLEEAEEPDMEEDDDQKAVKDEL
MC4R ag barr = MC4R agonists recruiting beta-arrestin, primary screen, cell-based, luminescence, agonist arm of biased-ligand search; 0.98% of 360,000 active; activation, % at 8.9 µM; U2OS MC4R beta-arrestin complementation; percent of melanotan II response, DMSO zero; AID 540308, 2011; Melanocortin receptor 4 (Homo sapiens), P32245;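 active = activation above a per-plate cutoff, the mean activation of sample wells on that plate plus 3 SD, cut at about 8% in these data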
HTR2A ag = mouse Htr2a agonists via beta-arrestin recruitment, primary screen, cell-based, luminescence. 5-hydroxytryptamine receptor 2A (Mus musculus), P35363. activation, % at 7.6 µM. CHO-K1 mHTR2A beta-arrestin complementation; percent of 30 µM serotonin response. 0.66% of 360,000 active;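 active = activation above a run cutoff, the mean activation of all tested compounds plus 3 SD, cut at about 14% in these data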;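 note: 0% = plate median of compound wells and 100% = 30 µM serotonin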
Glyco luc inh = increase of ERlucT glycosylation luciferase signal, primary screen, N-linked glycosylation inhibitor project, D54 ERlucT cells, luminescence, set 2 | D54 ERlucT glycosylation luciferase reporter, 24 h; percent of 100 nM tunicamycin response | reporter increase, % at 12.5 µM | 0.23% of 360,000 active;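 active = mean luciferase reporter signal, scaled so untreated is 0 and the glycosylation-blocking control 100, at or above a set limit in every replicate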;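 note: luciferase carries N-glycosylation sites so blocking glycosylation raises the light; 0% = median of neutral control wells and 100% = median of 100 nM tunicamycin wells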
ABCB6 inh MLPCN = ABCB6 transporter inhibitors, primary screen, K562-ABCB6 cells, flow cytometry, MLPCN library | ATP-binding cassette sub-family B member 6 (Homo sapiens), Q9NP58 | K562-ABCB6 porphyrin accumulation, 1 h; active compounds read low | fluorescence ratio to DMSO, % at 10 µM | 0.19% of 360,000 active | AID 602162, 2011;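 active = fluorescence ratio to DMSO below 75%, the collection mean minus 3 SD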;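 note: signal is porphyrin accumulated inside mitochondria; 100% equals median channel fluorescence of DMSO control wells; lower ratio means ABCB6 inhibition with less porphyrin fluorescence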
CaV13 ICDI inh = Primary screen for inhibitors of IQ motif and Ca2+-dependent inactivation inhibitor domain binding in CACNA1D, Förster resonance energy transfer in living cells, …; HEK cells, CFP/YFP FRET ICDI-IQ, plate reader, 10 min; percent FRET-ratio fall versus neutral wells; inhibition, % at 12.3 µM; 0.098% of 340,000 active; AID 743397;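 active = mean replicate inhibition of at least 30% and at least 1% of replicates passing that level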;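 note: 0% = median of the neutral control wells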
Vif imaging = HIV Vif self-association inhibitors, primary screen, imaging, HEK293T, single point; HEK293T cells, Vif self-association by quenched fluorescence, 24 h; inhibition, % at 7.49 µM; 0.35% of 340,000 active; AID 602346, 2012; in the data active = inhibition above about 50%, passing the limit was not always enough; note: some results filed as inactive read as strong as hits
* marks the source's active call; other numbers are inactive results.

Screening CCOC(=O)Cc1csc(SCC(=O)Nc2cc(C)ccc2OC)n1 returned H9c2 protect -11, MC4R antag cAMP 3, aDG glyco up 0.5, PDI inh 1, MC4R ag barr -1.8, HTR2A ag -8, Glyco luc inh 1, ABCB6 inh MLPCN 102, CaV13 ICDI inh 0 and Vif imaging -4.
`CN1CCCC1=Nc1ccccc1` gave H9c2 protect 4, MC4R antag cAMP 16, aDG glyco up 0.0, PDI inh -2, MC4R ag barr -0.4, HTR2A ag -2, Glyco luc inh -1, ABCB6 inh MLPCN 102, CaV13 ICDI inh -14 and Vif imaging 2.
Screening Cc1ccc(-c2csc3ncn(CC(=O)O)c(=O)c23)cc1C returned H9c2 protect 5, MC4R antag cAMP 2, aDG glyco up -0.1, PDI inh -1, MC4R ag barr -1.3, HTR2A ag 6, Glyco luc inh -1, ABCB6 inh MLPCN 98, CaV13 ICDI inh -4 and Vif imaging -3.
For C#CCOCCOCCOCCNc1nc(N2CCN(C(=O)[C@H]([C@@H](C)CC)n3cc([C@@H](N)CO)nn3)CC2)nc(N2CCN(C(=O)[C@H](Cc3ccc(O)cc3)n3cc([C@@H](N)CC(C)C)nn3)CC2)n1 the results were H9c2 protect -4, MC4R antag cAMP 6, aDG glyco up 0.0, PDI inh 11, MC4R ag barr -1.7, HTR2A ag 7, Glyco luc inh 3, ABCB6 inh MLPCN 97, CaV13 ICDI inh -11 and Vif imaging -2.
O=C(NCc1ccco1)c1cc(-c2ccccc2)nn1CC1CC(c2cccc([N+](=O)[O-])c2)=NO1 (stereo not drawn) was read as H9c2 protect 16, MC4R antag cAMP 5, aDG glyco up -0.1, PDI inh 6, MC4R ag barr -2.9, HTR2A ag -9, Glyco luc inh -1, ABCB6 inh MLPCN 96, CaV13 ICDI inh -9 and Vif imaging -6.
Screening Cc1ccc(/C=N/NC(=O)c2ccoc2C)s1 returned H9c2 protect 4, MC4R antag cAMP 6, aDG glyco up -0.2, PDI inh -7, MC4R ag barr -1.1, HTR2A ag -1, Glyco luc inh -1, ABCB6 inh MLPCN 95, CaV13 ICDI inh 0 and Vif imaging -2.
Screening Cc1cc(N2CCC(C)CC2)n2ncc(-c3ccccc3)c2n1 returned H9c2 protect -21, MC4R antag cAMP 3, aDG glyco up 0.9, PDI inh 2, MC4R ag barr 1.9, HTR2A ag -3, Glyco luc inh -13, ABCB6 inh MLPCN 100, CaV13 ICDI inh -2 and Vif imaging -4.
`CN(Cc1nc2ccccc2c(=O)[nH]1)Cc1cc(=O)oc2ccc3ccccc3c12` gave H9c2 protect 28, MC4R antag cAMP 2, aDG glyco up -0.2, PDI inh -7, MC4R ag barr -1.1, HTR2A ag -2, Glyco luc inh 0, ABCB6 inh MLPCN 102, CaV13 ICDI inh -3 and Vif imaging 6.
`CCOC(=O)c1c(C)n(C)c2ccc(O)c(CN3CCCCC3)c12` gave H9c2 protect -4, MC4R antag cAMP 10, aDG glyco up 0.6, PDI inh 5, MC4R ag barr -1.9, HTR2A ag -3, Glyco luc inh 2, ABCB6 inh MLPCN 103, CaV13 ICDI inh -5 and Vif imaging -13.
`Cc1nnc(NC(=O)C2CCN(S(=O)(=O)c3cc([N+](=O)[O-])ccc3Cl)CC2)o1` gave H9c2 protect 9, MC4R antag cAMP 0, aDG glyco up 0.0, PDI inh 13, MC4R ag barr -1.8, HTR2A ag 0, Glyco luc inh 6, ABCB6 inh MLPCN 103, CaV13 ICDI inh -6 and Vif imaging -4.
`Cn1c(-c2ccc[nH]c2=O)nc2cc(Cl)ccc21` gave H9c2 protect 0, MC4R antag cAMP 3, aDG glyco up -0.1, PDI inh 0, MC4R ag barr 0.7, HTR2A ag 0, Glyco luc inh 2, ABCB6 inh MLPCN 97, CaV13 ICDI inh -6 and Vif imaging 18.
`COC(=O)C1=COC(C)C2CN3CCc4c([nH]c5cc(OC)c(OC)cc45)C3CC12` (stereo not drawn) gave H9c2 protect -3, MC4R antag cAMP 5, aDG glyco up 0.0, MC4R ag barr 0.1, HTR2A ag -1, Glyco luc inh -2, ABCB6 inh MLPCN 121 and Vif imaging 1.
Screening Cc1noc(C)c1CSCC(=O)N(C)CC(=O)Nc1ccc(Cl)c(Cl)c1 returned H9c2 protect -7, MC4R antag cAMP -1, aDG glyco up 0.4, PDI inh -6, MC4R ag barr -2.9, HTR2A ag -3, Glyco luc inh 2, ABCB6 inh MLPCN 89, CaV13 ICDI inh -5 and Vif imaging -9.
Screening CC(C)[C@H](NC(=O)OC(C)(C)C)c1nnc(SCc2cccc(F)c2)o1 returned H9c2 protect -3, MC4R antag cAMP -3, aDG glyco up 0.4, PDI inh -9, MC4R ag barr -1.4, HTR2A ag -3, Glyco luc inh -1, ABCB6 inh MLPCN 95, CaV13 ICDI inh -4 and Vif imaging -1.
Screening OC(CN1CC=C(/C=C/c2ccc(Br)cc2)CC1)c1ccccc1 (stereo not drawn) returned H9c2 protect -4, MC4R antag cAMP -2, aDG glyco up 0.4, PDI inh -1, MC4R ag barr 6.5, HTR2A ag -3, Glyco luc inh 1, ABCB6 inh MLPCN 96, CaV13 ICDI inh -4 and Vif imaging -1.
`Cc1cc(NC(=O)CCC(=O)N(CC(C)C)C(C(=O)NC(C)(C)C)c2ccccc2Cl)no1` (stereo not drawn) gave H9c2 protect 3, MC4R antag cAMP 7, aDG glyco up 0.1, PDI inh 3, MC4R ag barr 0.7, HTR2A ag 5, Glyco luc inh -2, ABCB6 inh MLPCN 94, CaV13 ICDI inh -7 and Vif imaging 9.
For C/C=C(\C)C(=O)NCCN1C2=NC[C@@H](Cc3ccccc3)N2C[C@H]1Cc1ccc(O)cc1 the results were H9c2 protect 2, MC4R antag cAMP -1, aDG glyco up -0.3, PDI inh 6, MC4R ag barr -2.2, HTR2A ag -1, Glyco luc inh 1, ABCB6 inh MLPCN 98, CaV13 ICDI inh -9 and Vif imaging -2.
Screening CN1C(=O)c2ccc(C(=O)Nc3ccc4c(c3)OCO4)cc2C1=O returned H9c2 protect 1, MC4R antag cAMP 6, aDG glyco up -0.1, PDI inh -5, MC4R ag barr -3.8, HTR2A ag 3, Glyco luc inh 2, ABCB6 inh MLPCN 95 and Vif imaging 0.
`Cc1c(-n2cc(C(=O)c3ccccc3O)cc(C#N)c2=O)c(=O)n(-c2ccccc2)n1C` gave H9c2 protect 4, MC4R antag cAMP -9, aDG glyco up -0.2, PDI inh 89*, MC4R ag barr -1.2, HTR2A ag -1, Glyco luc inh 0, ABCB6 inh MLPCN 94, CaV13 ICDI inh -4 and Vif imaging 1.
`CC(C)CN(CC(C)C)CC(O)COc1ccccc1Br` (stereo not drawn) gave H9c2 protect -4, MC4R antag cAMP 10, aDG glyco up 0.0, PDI inh -13, MC4R ag barr 2.3, HTR2A ag 2, Glyco luc inh -6, ABCB6 inh MLPCN 98, CaV13 ICDI inh -19 and Vif imaging 3.
COC(=O)C(CC(=O)c1ccc(Cl)cc1)c1ccc(C(C)C)cc1 (stereo not drawn) was read as H9c2 protect -12, MC4R antag cAMP 6, aDG glyco up 0.2, PDI inh -3, MC4R ag barr -1.3, HTR2A ag -1, Glyco luc inh -2, ABCB6 inh MLPCN 92, CaV13 ICDI inh -2 and Vif imaging -7.
O=C(COc1cccc(Cl)c1)NNC(=S)Nc1ccccc1 was read as H9c2 protect -2, MC4R antag cAMP 7, aDG glyco up 0.0, PDI inh 9, MC4R ag barr -2.7, HTR2A ag 1, Glyco luc inh 3, ABCB6 inh MLPCN 101, CaV13 ICDI inh -19 and Vif imaging 6.
For CC(=O)C(Cl)C(=O)Nc1ccccc1 (stereo not drawn) the results were H9c2 protect -4, MC4R antag cAMP -10, aDG glyco up 1.7, PDI inh -2, MC4R ag barr -2.8, HTR2A ag 3, Glyco luc inh 23, ABCB6 inh MLPCN 96, CaV13 ICDI inh 6 and Vif imaging -23.
Screening CN1CCN(C(=O)c2cc3nc(-c4ccccc4)cc(-c4ccccc4)n3n2)CC1 returned H9c2 protect 24, MC4R antag cAMP 9, aDG glyco up 0.2, PDI inh -1, MC4R ag barr 0.6, HTR2A ag -2, Glyco luc inh 4, ABCB6 inh MLPCN 107, CaV13 ICDI inh -6 and Vif imaging -4.
CCOC(=O)c1[nH]ncc1CN1CCCC(C(=O)c2ccc(C(C)(C)C)cc2)C1 (stereo not drawn) was read as H9c2 protect -15, MC4R antag cAMP 14, aDG glyco up -0.1, PDI inh 0, MC4R ag barr 1.1, HTR2A ag -2, Glyco luc inh -1, ABCB6 inh MLPCN 98 and CaV13 ICDI inh -5.
Screening Fc1ccc(/C=N/Nc2nn[nH]n2)cc1 returned H9c2 protect -3, MC4R antag cAMP -7, aDG glyco up -0.3, PDI inh -5, MC4R ag barr -2.8, HTR2A ag 3, Glyco luc inh 1, ABCB6 inh MLPCN 97, CaV13 ICDI inh 3 and Vif imaging -2.
For CCOc1ccc(NC(=S)N(CCOC)C(C)c2cccnc2)cc1 (stereo not drawn) the results were H9c2 protect 1, MC4R antag cAMP 18, aDG glyco up -0.1, PDI inh -5, MC4R ag barr -0.1, HTR2A ag -1, Glyco luc inh 2, ABCB6 inh MLPCN 98, CaV13 ICDI inh -3 and Vif imaging 32.
CN1CCN(CCCNC(=O)c2cn(C)c3ccc(S(=O)(=O)N(C)C)cc3c2=O)CC1 was read as H9c2 protect 1, MC4R antag cAMP 15, aDG glyco up 0.0, MC4R ag barr -1.7, HTR2A ag -1, Glyco luc inh 2, ABCB6 inh MLPCN 96, CaV13 ICDI inh -5 and Vif imaging 20.
`CCCCCn1c2c(c(=N)c3ccccc31)CCC2` gave H9c2 protect -14, MC4R antag cAMP 6, aDG glyco up 0.1, PDI inh -2, MC4R ag barr 0.0, HTR2A ag -4, Glyco luc inh 6, ABCB6 inh MLPCN 88, CaV13 ICDI inh -4 and Vif imaging -23.
For Cc1ccsc1CN1CCN(c2ccccn2)CC1 the results were H9c2 protect 0, MC4R antag cAMP 4, aDG glyco up -0.3, PDI inh -3, MC4R ag barr -2.3, HTR2A ag 35*, Glyco luc inh 4, ABCB6 inh MLPCN 98, CaV13 ICDI inh -3 and Vif imaging -3.
Screening CC(Oc1ccc(Cl)cc1Cl)c1nc(-c2ccccn2)no1 (stereo not drawn) returned H9c2 protect -4, MC4R antag cAMP 1, aDG glyco up 0.1, PDI inh 1, MC4R ag barr -0.1, HTR2A ag -5, Glyco luc inh 0, ABCB6 inh MLPCN 95 and Vif imaging -3.
